# ERp5 inh – inhibitors of ERp5-driven insulin aggregation, primary screen, biochemical, turbidity, absorbance 650 nm, single point; 0.05% of 350,000 active; Protein disulfide-isomerase A6 (Homo sapiens), Q15084; inhibition, % at 9.99 µM; 90 min;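 active = mean replicate inhibition above about 25%, with every replicate also reaching it, limit read from the data, passing the limit was not always enough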
# RAD54 inh – inhibitors of human RAD54 branch migration, primary screen, biochemical, fluorescence, single point; RAD54 Holliday junction branch migration, FAM/BHQ fluorescence; inhibition, % at 10.4 µM; 0.14% of 360,000 active; AID 602329, 2012;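 active = mean normalized replicate activity at least 40 and at least half of replicates scoring 40 or more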;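 note: 0% = median of neutral control wells and 100% = median of positive control wells; inhibitors cause a drop in the FAM fluorescence signal; in these data hits start at about 50%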
# Target sequence (Q92698 whole entry, looked up): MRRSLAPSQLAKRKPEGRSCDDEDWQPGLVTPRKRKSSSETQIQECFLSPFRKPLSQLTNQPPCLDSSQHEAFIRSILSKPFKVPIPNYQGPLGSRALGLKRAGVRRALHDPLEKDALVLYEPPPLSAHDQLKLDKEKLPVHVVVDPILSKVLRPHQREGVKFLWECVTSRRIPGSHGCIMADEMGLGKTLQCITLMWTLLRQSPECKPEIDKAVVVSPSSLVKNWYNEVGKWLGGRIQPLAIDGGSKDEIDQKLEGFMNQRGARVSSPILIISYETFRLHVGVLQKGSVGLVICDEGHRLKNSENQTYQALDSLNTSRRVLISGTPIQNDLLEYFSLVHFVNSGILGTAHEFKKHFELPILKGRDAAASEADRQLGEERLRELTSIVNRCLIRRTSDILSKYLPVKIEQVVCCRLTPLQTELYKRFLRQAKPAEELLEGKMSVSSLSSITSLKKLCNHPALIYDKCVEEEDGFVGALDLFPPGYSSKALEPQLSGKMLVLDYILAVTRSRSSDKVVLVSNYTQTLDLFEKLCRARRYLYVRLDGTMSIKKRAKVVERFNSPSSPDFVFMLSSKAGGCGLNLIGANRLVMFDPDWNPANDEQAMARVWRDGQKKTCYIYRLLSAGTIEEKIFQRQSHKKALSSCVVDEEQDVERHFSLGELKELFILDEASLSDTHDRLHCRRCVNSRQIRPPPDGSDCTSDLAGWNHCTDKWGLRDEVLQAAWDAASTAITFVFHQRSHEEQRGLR
# esBAF inh – Bmi1 luciferase reporter increase in mESCs, primary screen, esBAF inhibitor project, mouse ES cells, Bmi1 luciferase knock-in, single point; 24 h; 100% = twice the neutral-well signal; AID 602393, 2012; 2% of 350,000 active; reporter increase, % at 12.5 µM; in the data active = activation above about 40%;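 note: 0% = median of the plate's neutral control wells and 100% = double that signal; a rise in the Bmi1 reporter signal indicates esBAF inhibition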
# ERAP1 inh – human ERAP1 aminopeptidase inhibitors, primary screen, biochemical, single point, plate reader; inhibition, % at 10.7 µM; recombinant ERAP1, Leu-AMC fluorescence, 60 min; Endoplasmic reticulum aminopeptidase 1 (Homo sapiens), Q9NZ08; 0.15% of 340,000 active;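 active = mean replicate inhibition of at least 30%, or all replicates individually reaching that 30% level; inactive = mean below 30% and not every replicate reaching it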;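 note: 0% = neutral control wells and 100% = L-leucinethiol positive control wells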
# S100A4 MyoIIA – inhibitors of S100A4-myosin IIA peptide binding, primary screen, biochemical, fluorescence polarization, TAMRA-MyoIIA peptide; Protein S100-A4 (Homo sapiens), P26447; inhibition, % at 10.7 µM; 0.14% of 360,000 active; AID 652163, 2013;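 active = mean inhibition of at least 70% across replicates, with every replicate also reaching that level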
# Target sequence (P26447 whole entry, looked up): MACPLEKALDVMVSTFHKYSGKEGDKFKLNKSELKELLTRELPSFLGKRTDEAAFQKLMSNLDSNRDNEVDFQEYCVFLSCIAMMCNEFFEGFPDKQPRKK
#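 Test system: S100A4 monomer protein. Medium: HEPES buffer with Ca2+, pH 7.2. Reagent: fluorescent myosin IIA peptide, 5 nM. Compound dosing: single-point compound testing. Timing: 5 min between mix addition and reading. Benchmarks: DMSO neutral and TFP positive wells.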
# RAD52 anneal inh – RAD52 DNA annealing inhibitors, primary screen, biochemical, FRET, single point, set 2. DNA repair protein RAD52 homolog (Homo sapiens), P43351. recombinant RAD52 DNA annealing, FRET fluorescence. inhibition, % at 18.7 µM. 0.46% of 360,000 active. AID 651710, 2012;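 active = every replicate showing at least 50% inhibition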
# E-sel inducer – E-selectin induction in HUVECs, primary screen, imaging, HUVEC, immunofluorescence imaging, single point; P16581; normalized: neutral wells 0, TNF-alpha wells 100; activation, % at 7.58 µM; 0.37% of 260,000 active; AID 686992, 2013;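 active = mean E-selectin-positive cell signal at least 10% of the positive control, reached in at least 60% of replicates, without over 20% cell loss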;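 note: in these data hits start at about 27%; measured in HUVEC primary endothelial cells; signal is the percent of cells scored E-selectin positive by PE staining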
#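 System: HUVEC / Compound: single concentration / Signal: immunofluorescence imaging / Read-out: percent E-selectin-positive cells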
# Xi reactivation – activators of inactive X chromosome reactivation, primary screen, imaging, XiGFP fibroblasts, GFP high-content imaging, set 2; XiGFP mouse fibroblasts, % GFP-positive cells imaging, 3 d; cells co-treated with 5-aza-dC sensitizer; scaled so ellipticine positive control = 100%; activation, % at 7.58 µM; 0.055% of 360,000 active;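 active = mean normalized replicate activation at least 10% and every replicate at or above 10%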;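 note: 0% = median of on-plate neutral control wells and 100% = ellipticine 6 µM median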
#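 Assay system – SV40-immortalized XiGFP fibroblast cells, line 68-5-11 · Buffer or medium – DMEM supplemented with 5-aza-dC as sensitizing agent · Dosing – one concentration, pinned · Benchmarks – positive control ellipticine, 6 µM final · Times – 3 days compound exposure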
# Active calls of the source: *; . = no result given; & = joins results of further samples.
SMILES	RAD54 inh	esBAF inh	Xi reactivation	ERp5 inh	RAD52 anneal inh	ERAP1 inh	S100A4 MyoIIA	E-sel inducer
Cc1noc(C)c1NC(=O)N(C)C[C@H]1Oc2c(NC(=O)Nc3ccccc3)cccc2C(=O)N([C@H](C)CO)C[C@@H]1C	-2	-3&-4	0.4&-0.3	6	-12	-9	3	-0.2&-0.1
OC(CN1CCN(c2ccccn2)CC1)Cn1c2ccccc2c2ccccc21 (configuration not stated)	1	-5	.	7	-18	1	1	.
Cc1ccc(NCc2cccnc2)c(Br)c1	.	.	0.2	0	-16	-1	4	.
CCCC1CCC(=C(C#N)C(N)=O)CC1 (configuration not stated)	-3	.	-0.1	0	-9	3	-1	.
Cc1cnc2c(N)cc(C)c(C)c2c1	0	4	-0.1	4	-1	0	-2	-0.2
CCCNC(=O)N1CC2(CN(C(=O)C3CC3)C2)c2c([nH]c3cc(OC)ccc23)[C@@H]1CO	.	.	-0.1	7	6	0	-9	-0.1
C=CCNC(=O)c1sc(-c2ccccc2)nc1C	.	.	0.0	4	-12	-6	2	.
CCCNc1nc2ccccc2n2c(C)nnc12	-1	-10	0.1	0	73*	-3	-5	.
O=C(Cn1c(CO)nc2ccccc21)NCCc1ccc(F)cc1	-5	.	0.1	8	-18	.	3	-0.1
Cc1oc2c(c(C)cc3oc(=O)c(CC(=O)N[C@@H](C)C(=O)O)c(C)c32)c1C	8	-5	0.1	2	-9	9	-1	1.6
Cc1noc(C)c1NC(=O)N(C)C[C@@H]1Oc2c(NC(=O)Nc3ccc(C(F)(F)F)cc3)cccc2C(=O)N([C@H](C)CO)C[C@H]1C	-6	-1	.	-7	6	-2	-5	.
O=C(Nc1cc(F)ccc1F)N[C@H]1CC[C@@H](CC(=O)N2CCc3ccccc3C2)O[C@@H]1CO	-2	-3	0.1	-2	3	0	2	-0.1
Cc1cc(NC(=O)CSCc2ccccc2C)no1	.	.	-0.2	8	-9	0	-1	0.4
O=c1c2ccccc2cnn1-c1nc2ccccc2[nH]1	.	.	0.0	-4	2	-3	7	.
CC=Cc1ccc2n(c1=O)C[C@H]1[C@H](CO)[C@@H](C(=O)N[C@@H](C)c3ccccc3)N(C)[C@@H]21 (mixture of isomers)	-1	2	0.2	1	-22	0	46	0.0
CCCc1cc(C(=O)Nc2sc3c(c2C(=O)OCC)CCCC3)no1	1	-6	0.1	-11	6	6	1	0.1
O=C(CSc1nnc(Cc2ccccc2)o1)Nc1ccccc1	.	.	0.4	2	-5	3	2	.
COC(=O)c1cc2c(n(-c3ccccc3)c1=O)CCCC2=O	-2	-4	-0.2	6	-11	-2	-2	.
CN1CCN(C(=O)c2cccc(S(=O)(=O)N3CCCC3)c2)CC1	0	-3	0.1	4	-3	-2	0	-0.9
O=C1C=C(Nc2cccc(O)c2)CC(c2ccco2)C1 (configuration not stated)	1	0	.	-5	-25	-5	17	.
COc1ccc(C(=O)NNc2cc(C)nc(NNC(=O)c3ccc(OC)cc3)n2)cc1	.	.	0.0	1	-16	1	0	0.1
COc1ccc(Cc2c(-c3ccc(F)cc3)nc3c(C)cc(Br)cn23)c(C)c1	-2	-1	0.0	-4	-38	-3	-6	.
O=C(C[C@H]1C=C[C@H](NS(=O)(=O)c2cccc(F)c2)[C@@H](CO)O1)N1CCCCC1	-6	6	0.4	-1	-23	-1	5	0.8
CCn1c(=S)sc2c(=O)n(CC(=O)Nc3cccc(Br)c3)c(C)nc21	8	0	0.2	-4	-4	-3	0	.
O=C(CCc1nnc(CCCc2ccccc2)o1)NCCCC1CCCC1	.	.	0.0	2	1	1	4	.
CC(=O)Nc1ccc(S(=O)(=O)NC(C)c2ccncc2)cc1 (configuration not stated)	6	3	-0.1	0	-17	-3	-10	-0.2
CCOC(=O)C1CCN(S(=O)(=O)c2ccc(OC)c(C(=O)N3CCCCCC3)c2)CC1	15	-7	0.1	2	-3	2	-3	.
CC(C)CN(C(=O)CSc1nnc(C2CC2)n1-c1ccccc1)C1CCS(=O)(=O)C1 (configuration not stated)	-1	-3	0.3	1	-9	1	4	-0.2
O=C(C[C@H]1CC[C@H]2[C@@H](COC[C@H](O)CN2C(=O)C2CCCC2)O1)NCc1ccncc1	-1	-6	0.0	-8	-32	-1	-49	0.6
Cc1noc(C)c1S(=O)(=O)N(CC(=O)N1CCn2c1nc1ccccc12)c1ccc(C(C)C)cc1	-9	2	0.0	1	-6	.	1	.
Cc1cc(C)cc(NC(=O)c2sc3nc4n(c(=O)c3c2C)CCC4)c1	9	21	0.3	10	-9	-1	-10	.
COCC1CCCN(C(=O)c2cc(COc3ccc(C(C)=O)cc3)on2)C1 (configuration not stated)	-5	70*	0.2	-1	-18	2	-3	.
COc1ccc(S(=O)(=O)N(C)C[C@@H]2OCCCC[C@H](C)Oc3ccc(NC(=O)Cc4ccccc4)cc3C(=O)N([C@H](C)CO)C[C@@H]2C)cc1	-1	0	0.2	1	-36	-3	-2	0.2
Cc1ccc2c(c1)N(CC(=O)N1CCCCCC1)C(=O)C(C)O2 (configuration not stated)	1	-1	0.0	1	0	2	-9	.
COc1ccc([C@H]2CC(=O)C=C(c3ccc(OC)c(OC)c3)C2)cc1	-6	20	0.1	5	-2	-3	-2	-0.2
COCC(=O)OCC(=O)Nc1cc([N+](=O)[O-])ccc1Cl	.	.	0.2	6	-13	0	-5	1.3
CN(C)S(=O)(=O)c1ccc(N2CCCC2)c(C(=O)N2CCN(S(=O)(=O)c3ccc(F)cc3)CC2)c1	6	.	0.1	6	-13	1	2	-0.1
COc1ccc(-n2ncc3c2CC(C)(C)CC3NC(=O)CCN2CCCCC2=O)cc1 (configuration not stated)	8	10	0.0	-6	-10	-1	2	.
COc1cc(CN2CCCC(C(=O)c3ccc4c5c(cccc35)CC4)C2)cc(OC)c1O (configuration not stated)	.	.	0.0	0	-16	-5	-5	.
COc1cccc(-c2cccc(-c3nc(C(=O)NCC(F)(F)F)cc4c3[C@H](CCO)N([S@@](=O)C(C)(C)C)C4)c2)c1	6	-10	0.0	3	10	1	-20	0.8
C[C@@H](NC(=O)C[C@H]1CC[C@H](NC(=O)C2CC2)[C@@H](CO)O1)c1ccccc1	-6	0	-0.1	-2	2	0	6	-0.4
CCC(C)[C@H](N)c1cn([C@@H](Cc2ccc(O)cc2)C(=O)N2CCNCC2)nn1 (some centres not stated)	2	-9	0.3	1	4	2	-2	-0.1
O=C(CCNC(=O)Cn1ccc2ccccc2c1=O)NCc1ccccn1	.	-1	2.0	-14	-6	.	-3	1.1
COc1cc(CC(=O)OCC(=O)c2c[nH]c3ccccc23)cc(OC)c1OC	-18	-7	0.5	-2	-10	1	0	1.6
O=C(N/N=C1\CC(c2ccccc2)Oc2ccccc21)c1ccc(O)cc1 (configuration not stated)	7	14	0.3	-1	-9	3	-5	.
COc1ccc(OC)c(NC(=O)CSc2nnc(-c3ccco3)o2)c1	-4	1	0.0	2	-13	2	-25	0.1
CCc1sc(C(=O)Nc2ccc3c(c2)OCO3)cc1C	-2	51*	0.0	-19	-11	0	6	0.6
O=C1CCCN1CCCNC(=S)Nc1ccc(F)cc1	.	.	0.3	-1	-12	9	-4	.
Cc1ccc(Oc2coc3cc(O)ccc3c2=O)cc1	-4	30	0.0	0	-75	-7	-2	-0.3
CC(=O)Nc1ccc2c(c1)N(S(=O)(=O)c1cccs1)CCC2	-4	-3	0.0	-2	4	1	-1	.
CCCNC(=O)N[C@H]1CC[C@@H](CC(=O)NCCc2ccccc2)O[C@@H]1CO	-3	-3	-0.1	-1	3	-1	7	-0.4
C(=N\c1nc2ccccc2[nH]1)/c1cccs1	-1	-5	.	0	-8	-2	0	.
C#CCOC(=O)Nc1cnccc1C(F)(F)F	4	0	0.0	4	-8	2	-2	0.2
O=C(NCCc1ccccc1)[C@H]1[C@H](CO)[C@H]2Cn3c(cccc3=O)[C@@H]1N2Cc1ccccn1	6	1	0.1	1	2	-1	7	-0.5
COc1ccc(NC(=O)N(C)C[C@@H]2Oc3ccc(NC(=O)CCN4CCOCC4)cc3C(=O)N([C@H](C)CO)C[C@@H]2C)cc1	-4	5	0.2	-1	6	-2	9	-0.2
Cc1c(NS(=O)(=O)c2ccc3c(c2)NC(=O)CC(=O)N3)cccc1[N+](=O)[O-]	.	1	0.0	5	-1	-2	-3	.

# (list continues)
SMILES	RAD54 inh	esBAF inh	Xi reactivation	ERp5 inh	RAD52 anneal inh	ERAP1 inh	S100A4 MyoIIA	E-sel inducer
COc1cc(=O)oc(CCC(C)O)c1C (configuration not stated)	-4	-3	0.1	3	-8	-2	1	-0.1
Cc1ccc(NC(=O)C2(C)CCN2C2Cc3ccccc3C2)cc1 (configuration not stated)	8	-1	0.1	-4	8	-3	6	2.5
CSc1nc(-c2ccc(Cl)cc2)nc(N)c1C#N	1	-7	0.3	-7	-5	-1	8	.
C[C@H]1CN([C@@H](C)CO)C(=O)c2cccc(NC(=O)Nc3ccc(F)cc3)c2O[C@@H]1CN(C)CC1CCCCC1	8	3	-0.3	4	-1	2	5	2.0
COc1ccccc1NC(=O)C[C@H]1CC[C@H]2[C@@H](COc3ccc(NC(=O)C(C)C)cc3C(=O)N2C)O1	-4	7	0.3	9	3	0	0	-0.1
Cc1cc(C)cc(NC(=S)NCCN(C2CCCCC2)C2CCCC2)c1	.	.	-0.1	4	-5	-5	17	.
CNC[C@H]1Oc2c(NS(C)(=O)=O)cccc2C(=O)N([C@@H](C)CO)C[C@@H]1C	0	-5	-0.4	-4	4	-2	-8	-5.7
CNC(=O)C[C@H]1CC[C@H]2[C@H](COc3ccc(NC(=O)NC4CCCC4)cc3C(=O)N2C)O1	-4	4	0.2	1	-3	-2	-4	0.1
O=C1NCCN/C1=C\C(=O)c1ccc(Cl)cc1	-11	.	4.1	-5	-6	2	2	.
C=CCOC(=O)C(C(=O)Cc1ccccc1)c1ccccc1 (configuration not stated)	5	.	0.0	-1	-7	-1	-7	.
CC1CC(CC(=O)NC(=S)Nc2ccccc2Cl)C(=O)O1 (configuration not stated)	-1	-12	0.0	-3	-15	-1	4	.

# Laid out differently: results already given
# Sequence of screens: RAD54 inh, esBAF inh, Xi reactivation, ERp5 inh, RAD52 anneal inh, ERAP1 inh, S100A4 MyoIIA, E-sel inducer
- CNC(=O)C[C@H]1CC[C@H]2[C@H](COc3ccc(NC(=O)NC4CCCC4)cc3C(=O)N2C)O1
  -4, 4, 0.2, 1, -3, -2, -4, 0.1
- O=C1NCCN/C1=C\C(=O)c1ccc(Cl)cc1
  -11, ., 4.1, -5, -6, 2, 2, .
- C=CCOC(=O)C(C(=O)Cc1ccccc1)c1ccccc1 (configuration not stated)
  5, ., 0.0, -1, -7, -1, -7, .
- CC1CC(CC(=O)NC(=S)Nc2ccccc2Cl)C(=O)O1 (configuration not stated)
  -1, -12, 0.0, -3, -15, -1, 4, .

# Assay outcomes (PubChem BioAssay)
